Compound activity: PubChem BioAssay, several laboratories
MITF TRPM1 HTS: activators of MITF-driven TRPM1 promoter reporter, primary screen, cell-based, SK-MEL-5, luciferase, single point; SK-MEL-5 TRPM1-promoter luciferase, 24 h; % of positive control, neutral wells = 0; activation, % at 12.5 µM; actives 0.75% (n = 300,000);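 active = mean activation of at least 80% with every replicate also reaching 80%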;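 note: 0% = neutral control wells and 100% = parthenolide positive control wells; values of inactives mirror those of a sister screen read the other way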
CDK5 p35 inh: inhibitors of human CDK5/p35 kinase, primary screen, biochemical, single concentration; AID 488839, 2010; Cyclin-dependent kinase 5 (Homo sapiens) + Cyclin-dependent kinase 5 activator 1 (Homo …; Recombinant CDK5/p35, ADP-Glo luminescence, 60 min; actives 0.01% (n = 330,000); inhibition, % at 10 µM;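 active = highest replicate inhibition of at least 50% and at least 75% of replicates reaching 50%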;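 note: plate controls were DMSO neutral control for no effect and GW8510 at 10 µM for full effect; many of its hits are not listed in these tables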
Target sequence (Q00535 whole entry, looked up): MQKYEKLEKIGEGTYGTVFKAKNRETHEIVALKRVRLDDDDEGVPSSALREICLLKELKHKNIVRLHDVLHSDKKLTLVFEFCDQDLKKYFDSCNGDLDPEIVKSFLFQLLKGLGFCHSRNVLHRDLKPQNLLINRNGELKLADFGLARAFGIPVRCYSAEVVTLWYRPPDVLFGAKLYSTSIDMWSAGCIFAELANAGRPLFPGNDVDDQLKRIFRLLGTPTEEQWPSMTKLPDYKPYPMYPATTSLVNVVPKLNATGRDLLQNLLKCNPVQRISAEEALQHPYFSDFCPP
Target sequence (Q15078 whole entry, looked up): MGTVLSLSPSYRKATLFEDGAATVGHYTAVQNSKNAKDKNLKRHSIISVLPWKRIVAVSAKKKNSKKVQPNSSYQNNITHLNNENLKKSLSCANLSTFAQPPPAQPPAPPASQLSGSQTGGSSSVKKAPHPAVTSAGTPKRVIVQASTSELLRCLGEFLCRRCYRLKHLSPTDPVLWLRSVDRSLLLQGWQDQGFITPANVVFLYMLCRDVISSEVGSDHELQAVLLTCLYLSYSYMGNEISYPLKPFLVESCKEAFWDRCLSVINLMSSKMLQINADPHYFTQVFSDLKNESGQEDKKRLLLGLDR
NSD2 inh: NSD2 histone methyltransferase inhibitors, primary screen, biochemical, AlphaScreen, single concentration, set 2; NSD2 peptide methylation, 120 min; inhibition, % at 12.5 µM; actives 0.54% (n = 310,000); Histone-lysine N-methyltransferase NSD2 (Homo sapiens), O96028; in the data active = inhibition above about 50%
PvdQ acylase: P. aeruginosa PvdQ acylase inhibitors, primary screen, biochemical, fluorescence, plate reader and imaging, single point; purified PvdQ acylase; actives 0.063% (n = 340,000); inhibition, % at 10 µM; in the data active = inhibition above about 30%, passing the limit was not always enough;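 note: 0% = vehicle neutral wells and 100% = reference inhibitor wells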
dFosB act: activators of delta FosB homodimer, primary screen, biochemical, fluorescence polarization, TAMRA-CDK5 oligo, single point | Protein FosB (Mus musculus), P13346 | purified delta FosB; percent of positive-control signal above neutral wells | activation, % at 25 µM | actives 0.99% (n = 340,000);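 active = mean activation above about 17%, with every replicate also reaching it, limit read from the data, passing the limit was not always enough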;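 note: fluorescence polarization rise as delta FosB binds a TAMRA Cdk5 AP-1 oligo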
V-ATPase pHluor: regulators of yeast V-ATPase proton pumping, primary screen, pHLuorin cytosolic pH fluorescence | S. cerevisiae | AID 504577, 2011 | actives 0.37% (n = 350,000) | response, % at 10 µM; in the data active = response mostly above about 7.3%, no sharp cut-off; inactive = mostly below about 5.4%; note: actives read high; inactives centre near 0; some compounds called inactive have numbers as strong as hits; reference of the scale not given here
SR-BI HDL uptake: inhibitors of SR-BI mediated HDL lipid uptake, primary screen, ldlA[mSR-BI] cells, fluorescence, single point; inhibition, % at 12.5 µM; AID 488896, 2010; actives 0.96% (n = 320,000); Scavenger receptor class B member 1 (Mus musculus), Q61009; ldlA[mSR-BI] CHO cells, DiI-HDL uptake fluorescence, 3 h;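 active = mean replicate inhibition of at least 70% and a set share of replicates each scoring 70 or more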;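 note: 0% = median of neutral control wells and 100% = median of positive control wells; values of inactives mirror those of a sister screen read the other way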
HTR5A ag ctr: HTR5A agonists in luminescence cell assay, primary screen, counter-screen for OPRM1-OPRD1 heterodimer agonist project, full-deck HTS. 5-hydroxytryptamine receptor 5A (Homo sapiens), P47898. cell-based. activation, % at 9.3 µM. actives 0.61% (n = 340,000). AID 504692, 2011; in the data active = activation mostly above about 9.5%, no sharp cut-off; inactive = mostly below about 7.6%;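 note: 0% = cells with vehicle only and 100% = reference agonist; strong numbers were not always called active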
Target sequence (P47898 whole entry, looked up): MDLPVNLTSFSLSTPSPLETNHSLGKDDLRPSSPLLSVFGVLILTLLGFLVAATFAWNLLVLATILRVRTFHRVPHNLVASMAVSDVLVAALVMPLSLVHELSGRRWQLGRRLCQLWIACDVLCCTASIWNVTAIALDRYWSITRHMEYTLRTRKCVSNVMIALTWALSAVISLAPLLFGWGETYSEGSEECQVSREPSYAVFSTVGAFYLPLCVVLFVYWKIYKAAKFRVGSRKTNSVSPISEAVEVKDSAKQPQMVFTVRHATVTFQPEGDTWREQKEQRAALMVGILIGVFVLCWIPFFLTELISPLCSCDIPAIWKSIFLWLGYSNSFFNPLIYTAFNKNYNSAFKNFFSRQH
HTR5A inv ag: HTR5A inverse agonists in luminescence cell assay, primary screen, counter-screen for OPRM1-OPRD1 heterodimer inverse agonist project, full-deck HTS; 5-hydroxytryptamine receptor 5A (Homo sapiens), P47898; HTR5A cell line, inverse agonism; inhibition, % at 9.3 µM; actives 0.083% (n = 340,000); AID 504634, 2011; in the data active = inhibition mostly above about 23%, no sharp cut-off; inactive = mostly below about 18%;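 note: 0% = cells with DMSO and 100% = no-cell wells with DMSO; some compounds called inactive have numbers as strong as hits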
Wnt act: Wnt/beta-catenin pathway activators, primary screen, cell-based, plate reader, single point | Wnt/beta-catenin reporter cell assay, activator | activation, % at 9.35 µM | actives 1.2% (n = 300,000) | AID 743398, 2014; in the data active = activation above about 30%, passing the limit was not always enough;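 note: 0% = neutral control wells and 100% = positive control wells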
The depositor's hits bear a star; / = not tested or not shown; & = joins results of further samples.

SMILES	MITF TRPM1 HTS	CDK5 p35 inh	NSD2 inh	PvdQ acylase	dFosB act	V-ATPase pHluor	SR-BI HDL uptake	HTR5A ag ctr	HTR5A inv ag	Wnt act
CC(Sc1n[nH]c(-c2cccs2)n1)C(=O)Nc1ccccc1F (stereo not given)	-9	2.0	-1	-17	-9	-2	-14	-2	0	-3
Cc1cccc(NC(=O)c2ccc3c(c2)OCCO3)c1C	113*	-0.7	12	-1	-6	8	/	-1	1	6
CCN1CCN(Cc2ccc(NC(=O)c3cc(NC(=O)c4cc5cccc(OC)c5o4)cc(OC)c3)cc2C(F)(F)F)CC1	-15	0.0	/	-2	-152	-2&3	29	-6	10	-15&-19
COc1cc(OC)cc(C(=O)Nc2ncc3c(n2)CC(C)(C)CC3=O)c1	-4	4.8	2	16	-1	-3	17	-5	10	/
OCC1CCCN(c2nc(CN3CCCCC3)nc3scc(-c4ccccc4)c23)C1 (stereo not given)	39	1.0	7	-10	2	-2	-4	-2	2	-6
O=C(COC(=O)c1ccco1)NCC1CCCCC1	-11	-0.5	-1	9	-3	-5	0	3	-7	-1
COC(=O)c1ccc(C)c(NS(=O)(=O)c2ccc(OC)c(OC)c2)c1	/	2.1	-2	-11	-6	-3	-7	-1	14	/
Cc1ccc(CCNC(=O)CN(c2ccc(C)cc2)S(=O)(=O)c2c(C)noc2C)cc1	0	-1.2	-3	-8	-20	-5	-2	-3	7	-1
Cc1cc(C)nc(SCc2ccc(Cl)cc2)n1	-1	-1.6	0	-13	-5	0	-23	1	-5	1
Cc1ccnc(NC(=O)CSc2ccccn2)c1	/	1.1	-3	-5	-11	4	-4	3	-6	9
COCCn1c(SCc2ccccc2Cl)nc2c1c(=O)[nH]c(=O)n2C	/	-0.2	-2	-2	-4	6	7	-1	4	/
COc1ccccc1C(=O)Nc1nc2cc3c(cc2s1)OCCO3	12	-0.2	/	-17	31*	-2	10	-1	7	/
C=CCNC(=O)c1ccc(N(Cc2ccc(Cl)cc2)S(C)(=O)=O)cc1	-2	1.6	-1	-2	-2	10	12	1	-25	-1
Cc1ccc(F)cc1NC(=O)CCNC(=O)c1ccc([N+](=O)[O-])cc1	4	-0.5	3	-3	1	8	11	3	7	-2
CCN(CC(=O)Nc1ccccc1C(F)(F)F)C(=O)CCS(=O)(=O)c1ccc(C)cc1	-3	-1.2	-5	-4	-6	1	-28	4	2	0
COc1ccc(CNC(=O)C[C@H]2C[C@H](C(=O)N3CCCCC3)[C@@]3(CCc4ccccc4)c4[nH]c5ccc(Cl)cc5c4CCN3C2=O)cc1OC	-29	-1.7	/	-14	3	3	-17	-1	4	-4
CCCn1nc(C(=O)NC2CCCc3ccccc32)c2ccccc2c1=O (stereo not given)	5	0.5	-6	-2	-13	-5	1	5	-13	-3
BrC(=C\c1ccccc1)/C=N/N1CCN(c2ccccn2)CC1	33	-0.1	3	14	2	-1	-10	-1	3	/
O=C(NCc1ccc(Cl)cc1)C1CCN(S(=O)(=O)c2cccnc2)CC1	-3	0.3	-3	-20	-7	2	9	-2	6	-4
Cc1ccc(S(=O)(=O)N2CCCCC2)cc1NC(=O)COC(=O)c1ccc2c(c1)OCO2	1	1.2	-2	-4	-6	18*	-10	6	-7	-1
Cc1sc2ncn(CC(=O)N3CCN(c4ccccc4)CC3)c(=O)c2c1S(=O)(=O)N1CCOCC1	2	1.7	0	1	0	5	-10	4	5	1
CCCCCCCN1CCN=C1N(C)C	-9	-0.6	/	-16	-5	-2	2	0	6	-3
O=C(COc1ccccc1[N+](=O)[O-])N/N=C/c1ccncc1	0	-1.2	-2	-1	3	0	-8	5	5	1
CCCCCC(=O)N(O)C1CC(=O)N(c2ccccc2)C1=O (stereo not given)	-1	-0.7	1	-10	-12	0	2	-4	6	/
C/C(CC(=O)Nc1cc(C)ccn1)=N\NC(=O)C(=O)Nc1cccc(C)c1	37	1.2	3	-4	-5	1	-6	-5	17	0

(next part)
SMILES	MITF TRPM1 HTS	CDK5 p35 inh	NSD2 inh	PvdQ acylase	dFosB act	V-ATPase pHluor	SR-BI HDL uptake	HTR5A ag ctr	HTR5A inv ag	Wnt act
CC(=O)N1CCN(C(=O)c2ccc(OC3CCN(Cc4ccccn4)CC3)cc2)CC1	-3	-0.5	0	-2	-5	0	4	4	-15	1
CC(OC(=O)Cc1c(F)cccc1Cl)C(=O)NC1(C#N)CCCCC1 (stereo not given)	11	0.9	-2	-8	-15	7	-23	0	-3	0
C#CCNc1c2c(nc3nnnn13)CCCC2	-2	-0.4	2	-16	-7	-2	5	4	-11	0
COC(=O)c1ccc(N2CCN(S(=O)(=O)c3c(C)cc(C)cc3C)CC2)c([N+](=O)[O-])c1	-7	-0.1	-3	-18	-10	4	43	4	-25	-4
C=CCc1cc(C)ccc1OCCCn1ccnc1	/	-2.9	3	-3	-3	-1	15	-2	8	-1
COc1ccc(S(=O)(=O)N2CCN(C(=O)NCc3ccc(C)cc3)CC2)cc1	-8	1.0	5	-10	-7	2	13	-1	-21	-1
CCCc1cc(-n2cnc3ccccc32)n2c(nc3ccccc32)c1C#N	/	0.3	0	1	-10	6	26	0	1	/
Cc1csc(NC(=O)CSc2nnc(-c3ccc(Cl)cc3)n2N)n1	-5	1.4	-2	-8	-6	/	1	-2	7	/
Cc1ccnc(NC(=O)CCS(=O)(=O)c2ccccc2)c1	6	2.3	-4	-8	-1	1	-12	0	4	-2
CN(C(=O)COC(=O)C1COc2ccccc2O1)c1c(N)n(Cc2ccccc2)c(=O)[nH]c1=O (stereo not given)	2	-1.5	-1	-9	1	2	-18	6	0	-4
CCn1c(SCC(=O)N/N=C/c2cc(OC)c(OC)c(OC)c2)nc2ccccc21	-11	-1.3	-2	-6	-8	-3	33	8	-26	-3
Cc1ccc(S(=O)(=O)CC(=O)N2CCOCC2)cc1	1	0.1	-7	-7	2	4	-12	2	-4	0
C=CCn1c(SCC(=O)Nc2ccc(OC)cc2)nnc1-c1cnccn1	5	0.6	-2	-6	3	-2	-20	5	8	-2
O=C(OCC#CCSc1nc2ccccc2o1)c1ccco1	14	-0.1	0	-12	-5	1	-28	-1	4	/
O=C(CN1CCc2ccccc21)NCc1ccc2c(c1)OCO2	-9	1.7	4	7	-1	-1	-8	2	10	0
CCCCn1c(CCCNC(=O)CC)nc2ccccc21	-6	0.5	/	-5	-4	-1	-34	-3	1	-4
COc1cccc(NC(=O)Cn2c(SCC(=O)N3CCOCC3)nc3ccccc32)c1	22	0.5	/	7	-2	0	-39	/	/	/
CC(=O)Nc1ccc(Nc2cc(C)c3ccccc3n2)cc1	/	-3.7	-2	-11	-1	2	32	-2	6	0
O=C(NCc1cccnc1)C1c2ccccc2C(=O)N1C1CCCCCCC1 (stereo not given)	-8	1.6	-3	2	3	-1	-1	4	-13	-2
COc1ccc(Cl)cc1-c1nc(SCC(=O)NC(C)(C)C)n[nH]1	9	1.1	-1	-21	-9	1	22	3	-7	-1
O=C(O)CCc1nn2c3ccccc3n(CCN3CCCCC3)c2nc1=O	4	-0.2	2	1	4	7	-18	/	/	/
COc1ccc(N2CCN(c3nc4cc(C)ccc4cc3C=O)CC2)cc1	10	2.4	3	-16	-15	2	8	4	2	1
CCOc1ccc(NC(=O)C(C)Sc2nnc(C)n2C)cc1 (stereo not given)	-5	1.9	/	6	-6	8	-2	1	-3	-4
N/C(Cc1cccc2ccccc12)=N\OC(=O)c1ccccc1F	5	0.3	0	6	-9	-3	-2	3	8	11
COc1ccccc1C(=O)NCCN1CCN(C(=O)c2ccccc2OC)CC1	-1	-5.5	0	-8	3	3	-4	3	11	0

With a hit mark in V-ATPase pHluor, among the entries above:
Molecule	MITF TRPM1 HTS	CDK5 p35 inh	NSD2 inh	PvdQ acylase	dFosB act	V-ATPase pHluor	SR-BI HDL uptake	Wnt act
Cc1ccc(S(=O)(=O)N2CCCCC2)cc1NC(=O)COC(=O)c1ccc2c(c1)OCO2	1	1.2	-2	-4	-6	18*	-10	-1

Later entries:
SMILES	MITF TRPM1 HTS	CDK5 p35 inh	NSD2 inh	PvdQ acylase	dFosB act	V-ATPase pHluor	SR-BI HDL uptake	HTR5A ag ctr	HTR5A inv ag	Wnt act
COc1c(Cl)ccc(Cl)c1C(=O)NC(=O)N1CCOCC1	/	-0.9	6	-7	-5	1	-7	3	-11	/
O=C(NCC1CCCO1)c1csc(Nc2cccc3ccccc23)n1 (stereo not given)	/	-1.5	2	-11	-13	4	18	3	5	0
O=C(NC(=S)Nc1ccccc1N1CCCCC1)c1ccc(-c2cccc([N+](=O)[O-])c2)o1	/	0.6	1	-5	-17	-3	/	1	-3	-1
Cc1ccc(NC(=O)Nc2ccc(Cl)cc2)c(Br)c1	55	-2.3	-3	-16	3	6	19	2	-7	/
Cc1ccc(OC(=O)c2cccc(S(=O)(=O)N3CCCC3)c2)c(-n2nc3ccccc3n2)c1	99*	0.4	1	-2	-8	-2	-6	0	-1	104*
CCN(CC(=O)Nc1cc(Cl)ccc1C)C(=O)c1ccc(N2CCCC2=O)cc1	7	0.3	-3	-9	-6	-1	29	-2	6	/
CN(C)C(=O)CSc1nnc(-c2ccc(S(=O)(=O)N3CCCC3)cc2)n1C	-2	-2.0	6	6	-4	3	/	7	-19	3
CCc1ccc2c(c1)c1nc(C)sc1n2CC	10	0.9	0	-13	0	-2	15	-2	5	/
O=C(NCC(=O)N1CCC2(CC1)NCCc1[nH]cnc12)c1cccc(Cl)c1	/	-2.0	4	-10	0	2	-4	-4	17	-1
CCc1ccc(N=CC23c4ccccc4C(c4ccccc42)C2C(=O)N(c4ccc(OC)cc4)C(=O)C23)cc1 (stereo not given)	-12	-1.4	-1	-7	-8	4	21	-2	9	-4
O=C(NCc1cccnc1)c1cc(S(=O)(=O)N2CCCCC2)ccc1Cl	/	0.3	-12	-11	-10	1	4	-2	6	-6
Cc1ccc(CC(=O)Nc2ccc(S(=O)(=O)Nc3nccc(C)n3)cc2)cc1	2	-1.3	-1	-17	-14	-1	-15	7	-19	-2
O=C1c2cc(O)c(O)cc2OC(c2ccc(O)c(O)c2)C1O (stereo not given)	1	0.0	68*	-12	-5	-2	-6	-3	11	3
O=C(NCCN1CCOCC1)c1ccc2c(c1)N(Cc1cccc(F)c1)C(=O)c1ccccc1S2	-1	-0.2	1	1	-23	0	/	-5	17	-3
CC1CN(C(=S)Nc2ccccc2)CC(C)O1 (stereo not given)	/	-1.6	-1	-2	-1	-3	-23	-1	2	-2
CN(C)C(CNC(=O)c1cccc(C(F)(F)F)c1)c1ccco1 (stereo not given)	-8	1.5	3	4	-6	3	7	-1	18	3
CCC(C)C(NC(=O)[C@@H](NC(=O)c1ccccc1F)C(C)C)C(=O)OC (stereo not given in full)	7	0.8	1	-23	-8	1	-36	5	-15	-3
Nn1c(SCC(=O)Nc2ccccc2F)nnc1-c1cccs1	-3	0.9	-4	-5	0	1	-8	-4	-14	1
O=C(CCS(=O)(=O)c1cccs1)Nc1ccc(C(=O)NC2CCCC2)cc1	-10	1.2	0	3	-4	3	20	4	-11	0
